Assay outcomes from PubChem.
HIF activator: HIF pathway transcriptional activation. U2OS HRE-luciferase reporter, luminescence; normalized: DMSO 0%, desferrioxamine 100%. activation, % at 7.5 µM (by protocol). 300,000 tested, 0.32% active. AID 1910;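 active means mean activation of at least 10% of the iron chelator positive control signal, with at least half of replicates also reaching 10%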
aSyn 5UTR inh: MLPCN primary screen, SNCA 5' untranslated region; inhibition, % (tested at 7.5 µM); AID 1813; 300,000 tested, 0.82% active; alpha-synuclein 5'UTR reporter, inhibitor activity; in the data active means inhibition above about 60%;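 further: H4 neuroglioblastoma cells stably carrying SNCA 5'UTR luciferase fusion; 0% = DMSO wells and 100% = positive control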
AI-2 QS modul: modulates the Vibrio harveyi AI-2 quorum sensing system | Vibrio harveyi JMH597 AI-2 luminescence/OD600 ratio, 9 h; stronger effect = lower value; strain lacks LuxN and CqsS sensors; 0 = neutral-control median | activity change, % at 7.5 µM | 300,000 tested, 0.4% active; in the data active means activity change below about -75%, passing the limit was not always enough;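 further: luminescence divided by OD600 gain over 9 h not by final OD600 alone; inactives centre near 13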
HSP90 refold inh: HSP90 refolding inhibition in rabbit reticulocyte lysate; AID 1789; 290,000 tested, 0.91% active; luciferase refolding luminescence, 3 h; inhibition, % at 5.6 µM;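 active means inhibition above the screen-wide mean plus 3 SD, computed separately per campaign, cut at about 16% in these data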;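 further: 0% = DMSO wells and 100% = 60 µM geldanamycin wells; inhibitors lower the luminescence because luciferase stays unfolded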
Platelet DG rel: platelet dense granule release activity; human platelet-rich plasma, SFLLRN dense granule ATP release, luminescence; inhibition, %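 (compounds screened at 7.5 µM in platelet-rich plasma)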; 300,000 tested, 0.22% active; AID 1663;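 active means mean replicate score, as percent of positive control, at or above 50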
HSF1 activator: increases HSF-1 driven luciferase reporter signal; 300,000 tested, 1.7% active; activation, % at 9 µM; NIH3T3-HGL HSF-1 luciferase reporter, MG132, 8 h; 100% = twice DMSO control signal;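 active means mean replicate activation of at least 50% with a set share of replicates each reaching 50%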;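 further: 0% = median of the neutral control wells and 100% = twice that signal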
HSF1 inhib: HSF1 inhibition; NIH3T3-HGL HSE-luciferase, MG132-induced, luminescence 8 h; stronger effect = lower value; activity change, negative = inhibition, % at 7.5 µM (by protocol); 300,000 tested, 0.77% active;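 active means more than half of replicate wells show activity change below -50%, luminescence cut by over half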;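 further: luciferase reports HSF-1 transcriptional activity via heat shock element; 0% = median of DMSO wells and -100% = zero luminescence signal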
KLF5 inh: inhibitors of KLF5 expression. DLD-1 KLF5 promoter-luciferase reporter, luminescence. inhibition, % at 5 µM. 290,000 tested, 0.23% active. AID 1700;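 active means inhibition above a per-plate limit of that plate's mean compound inhibition plus 3 SD, cut at about 60% in these data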;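 further: 0% = DMSO wells and 100% = LY294002 at 200 µM; higher means less KLF5 promoter-driven luciferase light; inactives centre near -14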
HDAC3 inh: blocks human histone deacetylase 3 | O15379 | recombinant HDAC3, fluorogenic peptide/trypsin coupled, fluorescence | inhibition, % at 8.3 µM | 320,000 tested, 0.15% active | AID 2718; in the data active means inhibition above about 26%, passing the limit was not always enough
Target sequence (O15379 whole entry, looked up): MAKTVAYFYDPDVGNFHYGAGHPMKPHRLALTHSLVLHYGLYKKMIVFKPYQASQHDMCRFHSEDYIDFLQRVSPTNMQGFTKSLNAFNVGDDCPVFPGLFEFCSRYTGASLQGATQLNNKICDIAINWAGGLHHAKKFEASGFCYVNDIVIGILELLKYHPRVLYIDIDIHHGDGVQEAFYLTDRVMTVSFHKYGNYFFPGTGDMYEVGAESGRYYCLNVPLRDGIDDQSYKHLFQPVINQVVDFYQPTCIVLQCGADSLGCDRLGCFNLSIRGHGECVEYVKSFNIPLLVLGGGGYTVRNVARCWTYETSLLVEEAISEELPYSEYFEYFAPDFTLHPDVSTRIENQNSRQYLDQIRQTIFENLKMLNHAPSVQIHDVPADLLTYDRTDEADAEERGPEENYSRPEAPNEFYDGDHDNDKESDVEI
IEC-6 cytotox: kills IEC-6 intestinal cells in KLF5 counter-screen. IEC-6 cytotoxicity, luminescence viability. inhibition, % at 5 µM. 290,000 tested, 0.78% active; in the data active means inhibition above about 22%;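 further: 0% = plate median of test compound wells and 100% = cytotoxic reference compound wells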
* hit, by the source's call; . = no result given. Hits appear at their usual frequency; overall some 5% were active at least once.

[1] CCOc1ccc(S(=O)(=O)n2cnc(C)c2)cc1
[2] COc1cc(C(=O)OCC(=O)NCc2ccco2)cc(OC)c1OC
[3] COc1cc(NC2=CC(=O)CC(C)(C)C2)cc(OC)c1OC
[4] Cn1c(N)c(C(=O)COC(=O)c2cc(-c3ccccc3)nc3ccccc23)c(=O)n(Cc2ccccc2)c1=O
[5] CNC(=O)C12CC3CC(CC(Cl)(C3)C1)C2
[6] CCN(CC)CCCNC(=O)c1nn(-c2ccc(OC)cc2OC)c(=O)c2ccccc12
[7] O=C/C(=C\Nc1ccc(Cl)cn1)c1nc2ccccc2o1
[8] COc1cccc(N2CCN(C(=O)/C=C/c3ccco3)CC2)c1
[9] NS(=O)(=O)c1ccc(N2N=C(c3ccccc3)CC2c2ccccc2)cc1 (stereo not drawn)
[10] Cc1ccc(CC(=O)NC2CCN(Cc3ccccc3)CC2)cc1

| assay / entry | 1 | 2 | 3 | 4 | 5 | 6 | 7 | 8 | 9 | 10 |
| --- | --- | --- | --- | --- | --- | --- | --- | --- | --- | --- |
| HIF activator | -0.8 | 0.2 | -0.1 | . | 0.0 | 1.1 | 0.1 | -1.3 | -0.2 | -0.3 |
| aSyn 5UTR inh | -5 | 8 | 3 | . | -13 | 14 | 15 | 10 | 19 | 10 |
| AI-2 QS modul | -5 | 28 | 10 | . | 20 | 14 | 13 | 12 | 47 | 5 |
| HSP90 refold inh | -4 | -1 | 0 | -2 | -6 | 3 | 3 | 3 | 3 | 1 |
| Platelet DG rel | 0 | 0 | -8 | . | 5 | 1 | 3 | 5 | 0 | 7 |
| HSF1 activator | -3 | -13 | 2 | . | 1 | -23 | 15 | 12 | 13 | -2 |
| HSF1 inhib | -3 | -4 | 0 | . | 2 | -2 | 9 | 9 | 10 | 0 |
| KLF5 inh | -6 | -14 | -21 | -29 | 23 | -7 | 7 | -19 | 8 | 22 |
| HDAC3 inh | -1 | 8 | 2 | 3 | 7 | 7 | 1 | -1 | -237 | -2 |
| IEC-6 cytotox | 1 | 6 | 2 | 3 | 4 | -3 | 8 | -2 | -4 | -9 |

[11] COc1ccc(OC)c(-c2csc(N(C)C(=O)c3ccco3)n2)c1
[12] Cc1ccc(-c2nnc3n2N=C(c2ccccc2)CS3)cc1
[13] COc1ccc(CNC(=O)c2noc3c2CCCCC3)cc1
[14] CCc1ccc(-c2nc(CN3CCC(C(=O)NCCc4ccc(OC)c(OC)c4)CC3)c(C)o2)cc1
[15] CC1(C)CC(C(CC(=O)N2CCCC2)Cc2ccccc2)CCO1 (stereo not drawn)
[16] O=C(CCN1CCN(c2ccccc2)CC1)Nc1nccs1
[17] COc1ccc(N2C(=O)c3ccccc3NC2(C)C)cc1
[18] CSc1ccc(S(=O)(=O)N2CCC(C(=O)NCCN3CCOCC3)CC2)cc1
[19] NS(=O)(=O)c1cnccc1Nc1cccc(F)c1
[20] Cc1ccc(NC(=O)CN(C)C(=O)CSc2nnnn2C)cc1

| assay / entry | 11 | 12 | 13 | 14 | 15 | 16 | 17 | 18 | 19 | 20 |
| --- | --- | --- | --- | --- | --- | --- | --- | --- | --- | --- |
| HIF activator | -0.8 | 0.0 | 1.8 | -0.6 | -0.1 | 0.8 | 1.9 | 0.0 | -0.1 | 0.3 |
| aSyn 5UTR inh | 8 | 28 | -62 | 11 | 16 | -2 | -69 | 5 | 31 | 10 |
| AI-2 QS modul | 17 | 17 | -68 | 24 | 4 | 11 | 23 | 2 | -5 | -16 |
| HSP90 refold inh | 0 | -3 | 0 | 8 | 4 | 2 | 10 | -1 | . | 0 |
| Platelet DG rel | -3 | -1 | 5 | 4 | -5 | 3 | 4 | -16 | 0 | -3 |
| HSF1 activator | 16 | 11 | 3 | -3 | 2 | -5 | 24 | 3 | -9 | -5 |
| HSF1 inhib | -4 | -4 | 15 | -8 | -9 | 5 | 10 | -1 | 3 | -4 |
| KLF5 inh | -51 | -23 | -43 | -13 | -37 | -19 | -111 | -8 | . | -10 |
| HDAC3 inh | -3 | -4 | -8 | 6 | -2 | . | -24 | -2 | 11 | -10 |
| IEC-6 cytotox | 7 | 3 | -2 | 6 | -6 | 2 | -2 | 7 | . | 1 |

Laid out differently: results already given
no. | Compound | HIF activator | aSyn 5UTR inh | AI-2 QS modul | HSP90 refold inh | Platelet DG rel | HSF1 activator | HSF1 inhib | KLF5 inh | HDAC3 inh | IEC-6 cytotox
3 | COc1cc(NC2=CC(=O)CC(C)(C)C2)cc(OC)c1OC | -0.1 | 3 | 10 | 0 | -8 | 2 | 0 | -21 | 2 | 2
4 | Cn1c(N)c(C(=O)COC(=O)c2cc(-c3ccccc3)nc3ccccc23)c(=O)n(Cc2ccccc2)c1=O | . | . | . | -2 | . | . | . | -29 | 3 | 3
5 | CNC(=O)C12CC3CC(CC(Cl)(C3)C1)C2 | 0.0 | -13 | 20 | -6 | 5 | 1 | 2 | 23 | 7 | 4
6 | CCN(CC)CCCNC(=O)c1nn(-c2ccc(OC)cc2OC)c(=O)c2ccccc12 | 1.1 | 14 | 14 | 3 | 1 | -23 | -2 | -7 | 7 | -3
7 | O=C/C(=C\Nc1ccc(Cl)cn1)c1nc2ccccc2o1 | 0.1 | 15 | 13 | 3 | 3 | 15 | 9 | 7 | 1 | 8
8 | COc1cccc(N2CCN(C(=O)/C=C/c3ccco3)CC2)c1 | -1.3 | 10 | 12 | 3 | 5 | 12 | 9 | -19 | -1 | -2
9 | NS(=O)(=O)c1ccc(N2N=C(c3ccccc3)CC2c2ccccc2)cc1 (stereo not drawn) | -0.2 | 19 | 47 | 3 | 0 | 13 | 10 | 8 | -237 | -4
10 | Cc1ccc(CC(=O)NC2CCN(Cc3ccccc3)CC2)cc1 | -0.3 | 10 | 5 | 1 | 7 | -2 | 0 | 22 | -2 | -9
11 | COc1ccc(OC)c(-c2csc(N(C)C(=O)c3ccco3)n2)c1 | -0.8 | 8 | 17 | 0 | -3 | 16 | -4 | -51 | -3 | 7
12 | Cc1ccc(-c2nnc3n2N=C(c2ccccc2)CS3)cc1 | 0.0 | 28 | 17 | -3 | -1 | 11 | -4 | -23 | -4 | 3
13 | COc1ccc(CNC(=O)c2noc3c2CCCCC3)cc1 | 1.8 | -62 | -68 | 0 | 5 | 3 | 15 | -43 | -8 | -2
14 | CCc1ccc(-c2nc(CN3CCC(C(=O)NCCc4ccc(OC)c(OC)c4)CC3)c(C)o2)cc1 | -0.6 | 11 | 24 | 8 | 4 | -3 | -8 | -13 | 6 | 6

Single entries from the results shown:
entry 11 | HSF1 inhib: -4
entry 13 | HIF activator: 1.8

(cont.)
[21] COc1ccc(N/C=C\C(=O)c2ccc(C)cc2)cc1OC
[22] Cc1sc2ncnc(NCc3cccnc3)c2c1C
[23] CCCCCC(=O)NNC(=S)NC(=O)c1ccc([N+](=O)[O-])cc1
[24] Brc1ccc(-c2nnc3ccc(N4CCN(c5ccccc5)CC4)nn23)cc1
[25] COc1ccc(-c2ccc(C(=O)C3CC3)cc2)cc1
[26] COc1ccc(OCCNc2c([N+](=O)[O-])c(=O)oc3ccccc23)cc1
[27] Nc1c(-c2ccccc2)nnn1Cc1ccccc1
[28] CCOC(=O)c1cnc2c(C)c(Cl)ccc2c1N1CCN(CC)CC1

| assay / entry | 21 | 22 | 23 | 24 | 25 | 26 | 27 | 28 |
| --- | --- | --- | --- | --- | --- | --- | --- | --- |
| HIF activator | 0.0 | 0.1 | -0.6 | -1.4 | 3.7 | -0.8 | 0.3 | 0.1 |
| aSyn 5UTR inh | -84 | 11 | 10 | -38 | -107 | 7 | -27 | 10 |
| AI-2 QS modul | 18 | 11 | -45 | 8 | 19 | 34 | -77* | -4 |
| HSP90 refold inh | -3 | 3 | 2 | -2 | 0 | 0 | . | 7 |
| Platelet DG rel | 3 | 0 | 2 | 6 | 14 | 9 | 3 | 0 |
| HSF1 activator | 1 | -4 | -6 | 28 | 39 | -34 | 18 | -24 |
| HSF1 inhib | 5 | 0 | 2 | 1 | 15 | -16 | 0 | -12 |
| KLF5 inh | 2 | -3 | 12 | 9 | -173 | -7 | . | -19 |
| HDAC3 inh | 3 | 2 | -8 | 0 | 7 | -5 | -6 | 5 |
| IEC-6 cytotox | 2 | 12 | 3 | -2 | 2 | 1 | . | 10 |
